# Screens (PubChem BioAssay)
# STAT1 blocker = reduces IFN-gamma driven STAT1 reporter signal. NIH 3T3 STAT1-luciferase reporter, luminescence. hit rate 0.35% among 200,000. AID 920. inhibition, % at 5.5 µM;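 active = inhibition above a set limit, the mean inhibition across all tested compounds plus 3 SD, cut at about 34% in these data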;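 also: 0% = IFN-gamma with DMSO and 100% = IFN-gamma with 300 µM nifuroxazide; values of inactives mirror those of a sister screen read the other way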
# STAT3 activator = STAT3 signaling activation | activation (% of control), % at 5.6 µM | U3A cells, IL-6 STAT3-luciferase reporter, luminescence; 100% = signal with IL-6 EC80 alone | hit rate 0.91% among 190,000;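 active = activation above the screen-wide mean of compound activation plus 3 SD, cut at about 130% in these data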;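 also: 0% = background luminescence of wells with medium and substrate only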
#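 Detection: reporter luminescence signal / Assay system: STAT1-lacking human U3A cells, STAT3 luciferase reporter / Incubation: compound pre-incubation 1 h before IL-6, then 6 h stimulation at 37 °C / Control set: IL-6-only high control / Read-out: % activation relative to IL-6 control / Probe or stimulus: Interleukin-6, 33 ng/mL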
# TNAP act hi DEA = TNAP (human) activation, high acceptor; purified TNAP, CDP-star luminescence, 1 M DEA, 30 min; active compounds read high; 0 = EDTA background, 1 = DMSO-only activity; activation factor at 20 µM; 200,000 tested, under 10 active; AID 1136;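 active = activation factor at least 2 at 20 µM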
# Target sequence (P05186 whole entry, looked up): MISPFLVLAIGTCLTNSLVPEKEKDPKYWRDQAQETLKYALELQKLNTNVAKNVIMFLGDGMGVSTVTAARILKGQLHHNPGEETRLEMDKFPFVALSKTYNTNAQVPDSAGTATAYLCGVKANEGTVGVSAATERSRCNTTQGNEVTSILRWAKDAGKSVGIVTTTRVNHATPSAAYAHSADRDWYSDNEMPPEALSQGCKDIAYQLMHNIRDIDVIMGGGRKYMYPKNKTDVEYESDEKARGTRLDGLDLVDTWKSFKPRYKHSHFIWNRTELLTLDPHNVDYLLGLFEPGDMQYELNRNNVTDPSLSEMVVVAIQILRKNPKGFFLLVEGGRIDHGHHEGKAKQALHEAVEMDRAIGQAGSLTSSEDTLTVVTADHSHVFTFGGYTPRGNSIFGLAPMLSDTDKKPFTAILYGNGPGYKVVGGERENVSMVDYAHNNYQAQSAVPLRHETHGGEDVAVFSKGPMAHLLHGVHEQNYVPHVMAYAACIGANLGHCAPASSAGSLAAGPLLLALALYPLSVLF
#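 Dosing: 20 µM single point. System: human TNAP. Amount: TNAP 1/800 final. Incubation: 30 min, room temperature. Read-out: TNAP activation factor scaled between EDTA and DMSO control wells. Signal: luminescence from CDP-star hydrolysis. Medium: 1 M DEA, pH 9.8, Mg2+, Zn2+. Control set: EDTA negative control, DMSO positive control.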
# PPARg SRC1 recr = promotes SRC-1 coactivator recruitment by human PPARgamma; P37231; PPARgamma-SRC-1 coactivator recruitment biochemical assay; activation, % at 8 µM; hit rate 0.41% among 200,000; AID 631; in the data active = activation above about 19%;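 also: 0% = DMSO and 100% = reference agonist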
# Target sequence (P37231 whole entry, looked up): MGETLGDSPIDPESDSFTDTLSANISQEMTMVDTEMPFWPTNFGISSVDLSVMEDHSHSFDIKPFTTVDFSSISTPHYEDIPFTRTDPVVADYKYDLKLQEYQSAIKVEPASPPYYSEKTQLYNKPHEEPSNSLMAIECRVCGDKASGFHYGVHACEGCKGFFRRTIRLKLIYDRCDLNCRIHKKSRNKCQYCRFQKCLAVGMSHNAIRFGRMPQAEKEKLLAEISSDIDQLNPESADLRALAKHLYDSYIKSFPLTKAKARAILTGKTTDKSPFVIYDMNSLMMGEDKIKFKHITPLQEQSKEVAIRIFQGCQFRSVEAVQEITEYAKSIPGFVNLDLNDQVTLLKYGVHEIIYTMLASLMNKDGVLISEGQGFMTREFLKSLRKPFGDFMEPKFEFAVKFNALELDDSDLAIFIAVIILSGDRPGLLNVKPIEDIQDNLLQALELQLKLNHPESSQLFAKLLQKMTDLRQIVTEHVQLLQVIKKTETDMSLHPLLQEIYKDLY
# bIAP inh = intestinal alkaline phosphatase (bovine) inhibition; purified bovine IAP, CDP-star luminescence, 30 min; inhibition, % at 20 µM; 190,000 tested, under 10 active; AID 1019;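 active = over 50% inhibition of intestinal alkaline phosphatase at 20 µM in the single-dose screen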
#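 Assay system: bovine IAP enzyme; medium: DEA buffer 100 mM, pH 9.8, with MgCl2 1.0 mM, ZnCl2 0.02 mM; doses: 20 µM single dose; incubation: enzyme reaction for 30 min at room temperature; detection: CDP-star luminescence signal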
# STAT3 inh = STAT3 signaling inhibition. inhibition, % at 5.5 µM. hit rate 0.89% among 190,000. U3A cells, IL-6 STAT3-luciferase reporter, luminescence; host cell line lacks STAT1;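 active = inhibition above the mean inhibition across all screened compounds plus 3 SD, cut at about 44% in these data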;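 also: 0% = DMSO only wells and 100% = 100 µM nifuroxazide control wells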
# SRC2 TRFRET art = counter-screen for PPARgamma SRC-2 recruitment agonists: TR-FRET artefact; TR-FRET ratio at 8 µM; active compounds read high; hit rate 0.4% among 200,000; in the data active = TR-FRET ratio above about 2000; also: inactives centre near 1500
# PPARg SRC2 recr = PPARgamma-driven SRC-2 recruitment agonism; PPARgamma LBD-SRC-2 recruitment, biochemical; hit rate 0.34% among 200,000; P37231; AID 1032; activation, % at 8 µM; in the data active = activation above about 22%;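 also: 0% = vehicle and 100% = reference agonist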
# bIAP activator = intestinal alkaline phosphatase (bovine) activation. hit rate 0.17% among 200,000. purified bovine IAP, CDP-star luminescence, 30 min; active compounds read high; fold of DMSO-control signal, blank-subtracted. activation factor at 20 µM. AID 1016;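 active = activation factor of 2 or more at 20 µM, a signal rise over negative controls twice the positive control's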
# ROMK mod = modulators of human ROMK potassium channel; B-score at 10 µM; hit rate 2% among 130,000; Tet-inducible ROMK, thallium flux fluorescence; actives lie on both sides;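 active = signal ratio slope over the read window, or its plate-corrected B-score, at least 3 SD from the plate mean, either direction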;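 also: B-score of the F/F0 ratio slope over 7 to 12 s after thallium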
# PPARg SRC-3 ag = PPARgamma-driven SRC-3 recruitment agonism | biochemical PPARgamma/SRC-3 coactivator recruitment assay | activation, % at 8 µM | hit rate 0.26% among 200,000 | AID 731; in the data active = activation above about 23%;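 also: 0% = DMSO and 100% = reference agonist; some compounds past the cut are filed as inactive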
# * hit, by the source's call; nt = no result given.
entry | molecule | STAT1 blocker | STAT3 activator | TNAP act hi DEA | PPARg SRC1 recr | bIAP inh | STAT3 inh
1 | Nc1ccccc1Nc1ccccc1 | -11 | 87 | 1 | 4 | 12 | 16
2 | CN(C)C(=O)COC(=O)/C=C/c1ccccc1[N+](=O)[O-] | 25 | 162* | 1 | -1 | 0 | -73
3 | CC1(C)Cc2nc3sc4c(N5CCCC5)nnnc4c3cc2CO1 | -2 | 86 | 1 | 1 | -4 | 22
4 | COc1ccc(Cn2c(O)c(C=Nc3ccccc3)c3ccccc3c2=O)cc1 | 5 | 93 | 1 | 3 | 2 | 6
5 | COC(=O)c1cc(C(=O)c2ccc(Cl)cc2Cl)cn1C | 5 | 98 | 1 | 8 | -5 | 8
6 | CCN(CC)CCOc1nc(C)nc2c1oc1ccccc12 | 1 | 101 | 1.1 | 3 | 6 | 4
7 | COc1cccc(-n2c(SC)nnc2-c2cnccn2)c1 | -3 | 109 | 1 | 1 | 5 | -8
8 | CC(=O)[C@@H]1[C@@H]2C(=O)N(c3ccc(F)c(Cl)c3)C(=O)[C@@H]2C2c3ccccc3C=CN21 (some centres undefined) | -5 | 106 | 1 | 4 | -1 | -3

entry | SRC2 TRFRET art | PPARg SRC2 recr | bIAP activator | ROMK mod | PPARg SRC-3 ag
1 | 1604 | 2 | 0.9 | nt | 1
2 | 1501 | 0 | 1 | nt | 5
3 | 1697 | 17 | 1 | 0.38 | 2
4 | 1783 | 5 | 1 | 0.068 | 5
5 | 1728 | 14 | 1 | nt | 15
6 | 1517 | -2 | 0.9 | 0.0088 | 0
7 | 1479 | -9 | 1 | 1.3 | -1
8 | 1546 | 1 | 1 | -0.38 | 16

# Further structures follow:
entry | molecule | STAT1 blocker | STAT3 activator | TNAP act hi DEA | PPARg SRC1 recr | bIAP inh | STAT3 inh
9 | C=CCN1C(=O)C(CC(=O)Nc2ccc(OCC)cc2)N(Cc2ccccn2)C1=S (centres undefined) | -3 | 104 | 1 | -7 | -1 | -2
10 | Cc1cc(C(=O)NCc2cccnc2)no1 | -2 | 104 | 1 | 4 | 1 | 2
11 | Cc1ccc2cc(C=O)c(Cl)nc2c1 | -16 | 98 | 1 | 5 | 3 | 8
12 | COc1ccc(CCN(C(=S)Nc2ccccc2)C2CC(=O)N(c3ccccc3)C2=O)cc1 (centres undefined) | 8 | 99 | 1 | 15 | -5 | 11
13 | CCOC(=O)c1ccc(NC(=O)c2ccccc2C)cc1 | -30 | 96 | 1 | -4 | -10 | 9
14 | COc1ccc(C(=O)NC2CCN(C(=S)NCc3ccco3)CC2)cc1 | -1 | 104 | 1 | -1 | 17 | -2
15 | Cc1cccc(-n2c(C)n[nH]c2=S)c1C | 0 | 101 | 1 | 3 | 7 | 2
16 | O=c1cc(Cn2ccnc2)c2cc3c(cc2o1)CCC3 | -10 | 108 | 1 | 0 | 14 | -4

entry | SRC2 TRFRET art | PPARg SRC2 recr | bIAP activator | ROMK mod | PPARg SRC-3 ag
9 | 1743 | -10 | 1 | -0.54 | 1
10 | 1508 | 6 | 1 | nt | -2
11 | 1673 | 4 | 1 | 3.7* | 2
12 | 1617 | -2 | 1.1 | nt | 6
13 | 1404 | -3 | 1.1 | 0.46 | 0
14 | 1539 | -7 | 0.8 | nt | -3
15 | 1627 | 2 | 0.9 | -0.015 | 2
16 | 1355 | 0 | 0.9 | -0.58 | 29*

# Three compounds out of the list above, sorted by the value under ROMK mod, lowest first.
nr	SMILES	ROMK mod
16	O=c1cc(Cn2ccnc2)c2cc3c(cc2o1)CCC3	-0.58
9	C=CCN1C(=O)C(CC(=O)Nc2ccc(OCC)cc2)N(Cc2ccccn2)C1=S (centres undefined)	-0.54
11	Cc1ccc2cc(C=O)c(Cl)nc2c1	3.7*

# Entries of single compounds from above. Values in the order: STAT1 blocker | STAT3 activator | TNAP act hi DEA | PPARg SRC1 recr | bIAP inh | STAT3 inh | SRC2 TRFRET art | PPARg SRC2 recr | bIAP activator | ROMK mod | PPARg SRC-3 ag
# Profile of CCOC(=O)c1ccc(NC(=O)c2ccccc2C)cc1 = -30 | 96 | 1 | -4 | -10 | 9 | 1404 | -3 | 1.1 | 0.46 | 0
# Profile of COc1ccc(C(=O)NC2CCN(C(=S)NCc3ccco3)CC2)cc1 = -1 | 104 | 1 | -1 | 17 | -2 | 1539 | -7 | 0.8 | nt | -3
# Profile of Cc1cc(C(=O)NCc2cccnc2)no1 = -2 | 104 | 1 | 4 | 1 | 2 | 1508 | 6 | 1 | nt | -2

# The results go on.
entry | molecule | STAT1 blocker | STAT3 activator | TNAP act hi DEA | PPARg SRC1 recr | bIAP inh | STAT3 inh
17 | CCOC(=O)C(NC(C)=O)(Nc1ccc(S(=O)(=O)Nc2ccncn2)cc1)C(F)(F)F (centres undefined) | -2 | 102 | 1.1 | -5 | 10 | 0
18 | CCOC(=O)C1CCCN(C(=O)c2cc3c(=O)n4cccc(C)c4nc3n2C)C1 (centres undefined) | 5 | 103 | nt | 5 | nt | -2
19 | COc1ccc(-c2csc(NC(=O)CSc3n[nH]c(N)n3)n2)cc1 | -2 | 95 | 1 | 6 | -22 | 7
20 | O=S(=O)(Nc1cccnc1)c1ccc(C2CCCCC2)cc1 | 5 | 84 | 1.1 | 0 | 10 | 20
21 | O=C(CSc1nnc(-c2ccccc2Br)o1)Nc1nncs1 | -2 | 103 | 1 | 1 | -1 | 2
22 | Cc1cc(C)c(NC(=S)N(Cc2cccnc2)Cc2ccco2)c(C)c1 | 8 | 105 | 1 | 5 | 19 | -8
23 | Nc1ccc(C2(c3ccc(N)cc3)C(=O)Nc3ccccc32)cc1 | 5 | 107 | 1.1 | -14 | 2 | -8
24 | CCNC(=O)N1CCCC(C(=O)c2ccc(OC)c(OC)c2)C1 (centres undefined) | -1 | 94 | 1 | 1 | -5 | 11

entry | SRC2 TRFRET art | PPARg SRC2 recr | bIAP activator | ROMK mod | PPARg SRC-3 ag
17 | 1365 | -3 | 0.9 | -0.54 | 12
18 | 1551 | 13 | nt | nt | 6
19 | 1853 | 2 | 1.2 | 0.071 | 6
20 | 1631 | 5 | 0.9 | -2.5 | 3
21 | 1765 | 2 | 1 | -0.31 | -1
22 | 1679 | 10 | 0.8 | -0.34 | 1
23 | 1598 | 8 | 1 | nt | 0
24 | 1241 | 1 | 1.1 | 0.085 | 4

# Next records
entry | molecule | STAT1 blocker | STAT3 activator | TNAP act hi DEA | PPARg SRC1 recr | bIAP inh | STAT3 inh
25 | COc1ccc(CCNC(=O)c2c(C)nc3ccccn23)cc1OC | -1 | 102 | 1 | -4 | -7 | 3
26 | CCOP(=O)(OCC)C(NC(=O)Nc1ccccc1)C(N)=O (centres undefined) | 2 | 94 | 1 | 5 | 13 | 8
27 | CCOc1ccc(C(=O)NCC(=O)OCc2c(C)noc2C)cc1OCC | 6 | 105 | 1 | 7 | -11 | -2
28 | COC(=O)c1sccc1NC(=O)CSc1ccccc1N | -6 | 94 | 1 | 3 | 17 | 17
29 | CCOC(=O)N1CCC2(CC1)C(C#N)=C(N)OC1=C2C(=O)CC(C)C1 (centres undefined) | 4 | 99 | 1 | -4 | 5 | 3
30 | Cc1ccc(-n2c(Cc3cccs3)nnc2SCC(=O)OC(C)C)cc1 | 5 | 106 | 1 | 6 | -7 | -2
31 | CC(C)(C)N(Cc1ccccc1)C(=O)CSc1nnc(CNc2ccc(F)cc2)o1 | 3 | 103 | 1.1 | -4 | 13 | -3
32 | COC(=O)c1sc(NC(=O)Cc2cccs2)nc1C | -20 | 98 | 1 | 14 | 4 | 4

entry | SRC2 TRFRET art | PPARg SRC2 recr | bIAP activator | ROMK mod | PPARg SRC-3 ag
25 | 1522 | -9 | 1.1 | 0.1 | 1
26 | 1582 | 8 | 0.9 | nt | -2
27 | 1730 | 8 | 1.1 | 1.6 | 5
28 | 1613 | 10 | 0.8 | -0.84 | 5
29 | 1675 | 3 | 1 | nt | -7
30 | 1545 | -5 | 1.1 | nt | -2
31 | 1452 | 2 | 0.9 | 0.07 | -4
32 | 1496 | -1 | 1 | nt | 6

# (cont.)
entry | molecule | STAT1 blocker | STAT3 activator | TNAP act hi DEA | PPARg SRC1 recr | bIAP inh | STAT3 inh
33 | COc1cc(S(=O)(=O)Nc2ccc(Br)cc2)ccc1N | 5 | 103 | 1 | 2 | 10 | 9
34 | C=CCNc1nc(Cl)ncc1F | 1 | 100 | 1 | 3 | 10 | -5
35 | COc1ccc(C2=NN(C(=O)CN3CCCCC3)C(c3ccc(C)cc3)C2)cc1 (centres undefined) | -3 | 105 | 1 | 2 | -9 | -1
36 | CCCCN1C(=O)c2ccc(C(=O)Nc3ccccc3N3CCOCC3)cc2C1=O | -4 | 109 | 1 | 1 | -4 | -9
37 | Cc1cc(/C=C(/C#N)c2nc3ccccc3[nH]2)c(C)n1-c1cc(C(=O)O)cc(C(=O)O)c1 | 5 | 97 | 1 | 6 | -12 | 9
38 | CCCCC(=O)NC1(C(F)(F)F)C(=O)Nc2c1c(=O)[nH]c(=O)n2Cc1ccco1 (centres undefined) | -4 | 102 | 1 | 8 | 31 | 4
39 | O=C(C1CCC(C(=O)N2CCc3ccccc32)CC1)N1CCc2ccccc21 (centres undefined) | 4 | 95 | 1 | 4 | 6 | 11
40 | CN(CC(N)=O)S(=O)(=O)c1ccc(F)cc1 | -4 | 103 | 1.1 | 4 | -5 | -4

entry | SRC2 TRFRET art | PPARg SRC2 recr | bIAP activator | ROMK mod | PPARg SRC-3 ag
33 | 1681 | -1 | 0.9 | -0.56 | -1
34 | 1643 | 4 | 0.9 | nt | 0
35 | 1498 | 1 | 1.1 | 0.45 | 1
36 | 1495 | -2 | 1 | -1.5 | 5
37 | 1600 | 7 | 1.1 | -0.038 | 3
38 | 1418 | -8 | 0.7 | nt | -10
39 | 1246 | 1 | 0.9 | nt | -9
40 | 1682 | 2 | 1.1 | 1.2 | 7

# A few values from the entries so far.
# Reading of Cc1cccc(-n2c(C)n[nH]c2=S)c1C under STAT3 activator: 101
# Reading of O=c1cc(Cn2ccnc2)c2cc3c(cc2o1)CCC3 under bIAP inh: 14
